V-ATPase pH: yeast V-ATPase proton transport regulation by pHLuorin; S. cerevisiae, pHLuorin cytosolic pH fluorescence; response, % at 10 µM; actives 0.37% (n = 350,000); AID 504577; in the data active = response mostly above about 7.3%, no sharp cut-off; inactive = mostly below about 5.4%; also: actives read high; inactives centre near 0; some compounds called inactive have numbers as strong as hits
dFosB activator: mouse delta FosB homodimer activation; purified delta FosB, TAMRA-CDK5 oligo fluorescence polarization; percent of positive-control signal above neutral wells; activation, % at 25 µM; P13346; actives 0.99% (n = 340,000);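 active = mean activation above about 17%, with every replicate also reaching it, limit read from the data, passing the limit was not always enough; inconclusive = only one of the two conditions met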;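 also: fluorescence polarization rise as delta FosB binds a TAMRA Cdk5 AP-1 oligo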
Target sequence (P13346 whole entry, looked up): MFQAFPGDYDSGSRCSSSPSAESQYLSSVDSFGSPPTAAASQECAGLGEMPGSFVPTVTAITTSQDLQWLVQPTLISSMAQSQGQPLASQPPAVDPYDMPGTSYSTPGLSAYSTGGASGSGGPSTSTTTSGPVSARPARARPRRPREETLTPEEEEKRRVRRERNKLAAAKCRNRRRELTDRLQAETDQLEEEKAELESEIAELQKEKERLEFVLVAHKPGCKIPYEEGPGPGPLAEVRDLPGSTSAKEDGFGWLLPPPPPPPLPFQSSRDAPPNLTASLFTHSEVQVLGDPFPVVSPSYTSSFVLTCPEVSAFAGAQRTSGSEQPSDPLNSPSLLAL
MITF act: MITF TRPM1 promoter activation in melanoma cells | SK-MEL-5 TRPM1-promoter luciferase, 24 h; % of positive control, neutral wells = 0 | activation, % at 12.5 µM | actives 0.75% (n = 300,000) | AID 588334;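 active = mean activation of at least 80% with every replicate also reaching 80%; inconclusive = mean reaches 80% but some replicate falls short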;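 also: 0% = neutral control wells and 100% = parthenolide positive control wells; values of inactives mirror those of a sister screen read the other way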
Rtt109 HAT inh: blocks Candida albicans Rtt109/Vps75 acetyltransferase activity; Q5AAJ8; purified Rtt109/Vps75, ThioGlo CoA-SH fluorescence, 4 h; inhibition, % at 34.9 µM; actives 0.16% (n = 330,000); AID 540336;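 active = inhibition of at least 50% in every replicate; inconclusive = best replicate reaches 50% inhibition but some replicates fall short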
RTF Ca sens act: increases calcium sensitivity of human cardiac regulated thin filaments | P19429+P45379 | IANBD-labeled TnC RTF fluorescence at EC20 calcium; 0% EC20 calcium, 100% full calcium | activation, % at 7.2 µM | actives 0.24% (n = 340,000) | AID 493008;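 active = activation above the mean over all tested compounds plus 3 SD, cut at about 30% in these data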;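 also: rise in fluorescence read as greater calcium sensitivity of cardiac thin filaments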
CAL PDZ FP-1: inhibitors of human CAL PDZ peptide binding; actives 0.02% (n = 330,000); AID 504414; inhibition, % at 20 µM; purified CAL PDZ, TMR-peptide fluorescence polarization, 1 h;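 active = highest replicate inhibition of at least 40%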;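 also: plate controls were DMSO neutral control wells for no effect and unlabeled competitor peptide control wells for full effect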
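Test system: purified CerCALP PDZ construct; Compound dosing: one concentration, 20 µM compound; Also added: TMR-labelled reporter peptide T*-PRC34 bound in PDZ groove; Read-out: inhibition from polarization loss; Controls: unlabelled peptide and DMSO controls; Signal: FP readout, S and P plane fluorescence; Incubation: 1 h at RT.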
Tat export inh: blocks Tat-dependent protein export in E. coli. inhibition, % at 10 µM. actives 0.036% (n = 340,000). E. coli MC4100 TorA-mCherry Tat export, fluorescence;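 active = mean replicate inhibition at least 50% and at least half of replicates individually reaching 50%; inconclusive = only one of the two criteria met; inactive = neither criterion met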;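 also: exported cargo escapes ClpAP degradation while cytoplasmic cargo is degraded and loses fluorescence; 0% = median of neutral control wells and 100% = median of NaSCN control wells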
Wnt bcat act: activators of Wnt/beta-catenin signaling | AID 743398 | actives 1.2% (n = 300,000) | Wnt/beta-catenin reporter cell assay, activator, plate reader | activation, % at 9.35 µM; in the data active = activation above about 30%, passing the limit was not always enough; inconclusive = no clear call, values can overlap the other calls;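 also: 0% = neutral control wells and 100% = positive control wells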
CDK5 p35 inh: blocks human CDK5/p35 kinase activity; Q00535+Q15078; Recombinant CDK5/p35, ADP-Glo luminescence, 60 min; inhibition, % at 10 µM; actives 0.01% (n = 330,000);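 active = highest replicate inhibition of at least 50% and at least 75% of replicates reaching 50%; inconclusive = only one of the two criteria met; inactive = both criteria failed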;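 also: plate controls were DMSO neutral control for no effect and GW8510 at 10 µM for full effect; many of its hits are not listed in these tables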
Target sequence (Q00535 whole entry, looked up): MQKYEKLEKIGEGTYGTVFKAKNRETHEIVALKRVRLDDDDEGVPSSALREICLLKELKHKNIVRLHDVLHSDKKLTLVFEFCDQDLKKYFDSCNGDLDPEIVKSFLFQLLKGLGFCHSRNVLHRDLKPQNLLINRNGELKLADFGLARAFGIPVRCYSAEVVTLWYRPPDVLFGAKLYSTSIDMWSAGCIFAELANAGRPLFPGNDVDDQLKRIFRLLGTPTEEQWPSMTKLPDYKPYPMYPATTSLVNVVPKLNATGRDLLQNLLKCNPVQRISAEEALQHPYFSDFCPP
Target sequence (Q15078 whole entry, looked up): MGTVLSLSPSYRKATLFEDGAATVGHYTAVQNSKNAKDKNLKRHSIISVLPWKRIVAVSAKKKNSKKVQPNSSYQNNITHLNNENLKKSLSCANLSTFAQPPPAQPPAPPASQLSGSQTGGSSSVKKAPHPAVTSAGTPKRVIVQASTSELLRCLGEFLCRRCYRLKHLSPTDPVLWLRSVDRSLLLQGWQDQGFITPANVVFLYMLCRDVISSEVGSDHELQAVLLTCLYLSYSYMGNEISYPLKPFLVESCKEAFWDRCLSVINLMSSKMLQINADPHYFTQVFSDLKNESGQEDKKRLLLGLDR
CAL PDZ FP-2: blocks peptide binding to the human CAL PDZ domain; Q9HD26; purified CAL PDZ, TMR-peptide fluorescence polarization, 1 h; inhibition, % at 24.9 µM; actives 0.92% (n = 300,000); AID 602252;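 active = mean inhibition of at least 30% with at least half of replicates also reaching 30%; inconclusive = no clear call, values can overlap the other calls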;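 also: 0% = DMSO neutral control and 100% = excess unlabeled competitor peptide PRC23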
The depositor's hits bear a star; ? = inconclusive; · = not tested or not shown.

V-ATPase pH	dFosB activator	MITF act	Rtt109 HAT inh	RTF Ca sens act	CAL PDZ FP-1	Tat export inh	Wnt bcat act	CDK5 p35 inh	CAL PDZ FP-2	structure
-3	1	-9	0	10	0.9	-2	-1	-0.3	-5	CN1CCN(CC(O)COCc2ccc3c(c2)OCO3)CC1 (stereo unspecified)
2	-17	18	10	-1	-1.1	8	4	-0.1	-4	CC(C)(C)c1ccc(OCC(=O)NCc2ccco2)c(Br)c1
-2	-7	8	6	3	0.1	3	·	-2.7	0	COc1ccc(CCNC(=O)c2cc(-c3cc(C)c(C)cc3O)n[nH]2)cc1OC
1	-8	-9	1	4	-2.8	2	·	-0.3	-3	CCCn1nnc(NC(=O)COc2cc(C)ccc2C(C)C)n1
5	-10	5	-2	1	-0.1	0	-2	2.0	-12	C=CCNC(=O)CSc1nc2sccc2c(=O)n1-c1ccccc1
-3	2	26	4	-11	-2.8	-3	-1	-0.6	-1	O=C(COC(=O)c1ccc(O)cc1O)Nc1cc(-c2ccccc2)nn1-c1ccccc1
-3	-4	6	-3	7	-1.4	-1	-4	0.4	0	O=c1oc(-c2cccs2)nc2sc3c(c12)CCCC3
1	-19	-2	-2	-4	0.0	1	-4	-3.2	-4	COc1cc2c(=O)n(CCC(=O)NCC3CCCO3)c(=O)n(CC(=O)Nc3ccc(F)cc3)c2cc1OC (stereo unspecified)
-1	-5	91*	-5	3	-0.1	7	24	2.0	-1	CCOC(=O)C1(Cc2ccccc2)CCCN(C(=O)c2cnn(CC)c2)C1 (stereo unspecified)
0	-3	-1	6	-2	-0.1	-6	-3	0.4	1	O=c1ccccn1Cc1c(F)cccc1Cl
-2	-7	-3	-6	-4	-3.8	9	-2	0.3	-3	COc1ccccc1CN1C[C@@H]2C[C@@H](c3ccc4nsnc4c3)N3CCC[C@@]23C1=O
5	-5	13	-5	14	-1.4	8	10	2.1	1	Cc1ccc(C2CCN(C(=S)NC3CCCCC3)C2)cc1 (stereo unspecified)
-1	?	-9	8	4	-2.5	7	-2	0.8	·	CCc1ccc2c(c1)Sc1ccccc1CC2N1CCN(C)CC1 (stereo unspecified)
-3	-2	-1	-14	-4	-2.7	7	2	-2.9	-4	Cc1ccc(C(=O)NCCNC(=O)c2ccccn2)cc1
-3	-6	44	17	6	-2.4	-3	12	-0.3	-3	Cc1ccc(NC(=O)c2ccc([N+](=O)[O-])cc2Cl)nc1
-3	-13	·	11	-8	0.0	-3	·	-4.4	·	CCOC(=O)c1ccc2nc(C)c(CCC(C)=O)c(Cl)c2c1
0	-7	-15	0	-5	-1.3	0	0	-0.9	-2	COc1ccc(NC(=S)N2CCC(NC(=O)c3ccccc3C)CC2)cc1
-1	0	·	3	2	-0.9	-7	-1	0.5	5	O=C(c1ccc(Cn2ccc([N+](=O)[O-])n2)cc1)N1CCN(Cc2ccccc2)CC1
1	2	-2	-5	15	-1.8	-5	-1	-1.2	-4	CCOCCc1nn2c(=O)cc(CSCC(=O)Nc3ccccc3)nc2s1
-4	-9	22	-2	0	-0.2	-5	3	0.6	-4	Cc1cc(C)cc(NC(=O)c2ccc3c(c2)CCN3S(C)(=O)=O)c1

Entries of single compounds from above:
Entry for `CCOCCc1nn2c(=O)cc(CSCC(=O)Nc3ccccc3)nc2s1` : V-ATPase pH = 1; dFosB activator = 2; MITF act = -2; Rtt109 HAT inh = -5; RTF Ca sens act = 15; CAL PDZ FP-1 = -1.8; Tat export inh = -5; Wnt bcat act = -1; CDK5 p35 inh = -1.2; CAL PDZ FP-2 = -4
Entry for `CC(C)(C)c1ccc(OCC(=O)NCc2ccco2)c(Br)c1` : V-ATPase pH = 2; dFosB activator = -17; MITF act = 18; Rtt109 HAT inh = 10; RTF Ca sens act = -1; CAL PDZ FP-1 = -1.1; Tat export inh = 8; Wnt bcat act = 4; CDK5 p35 inh = -0.1; CAL PDZ FP-2 = -4

(next part)
V-ATPase pH	dFosB activator	MITF act	Rtt109 HAT inh	RTF Ca sens act	CAL PDZ FP-1	Tat export inh	Wnt bcat act	CDK5 p35 inh	CAL PDZ FP-2	structure
0	1	3	1	-4	-0.5	3	-1	1.5	-2	Cc1nn(Cc2ccccc2Cl)c(C)c1NC(=O)CCCn1nc([N+](=O)[O-])c(Cl)c1C
5	-12	·	-2	-2	-1.3	3	53*	1.1	·	CC(C)Nc1ncnc2c1cnn2-c1ccccc1
-1	7	1	3	6	-0.2	-1	-6	-0.5	-1	COCCNC(=S)N/N=C(\C)c1ccccc1OC
-1	-6	-10	0	-2	-2.9	-1	·	-0.4	-4	CC(Oc1ccc(F)cc1F)C(=O)/C=C/N(C)C (stereo unspecified)
-1	-12	9	-2	-2	-0.7	6	-12	-1.1	-4	O=C1C=C(c2ccc(F)c(Cl)c2)C[C@@H](c2ccc(F)cc2)C1
5	-1	-7	-9	5	-1.9	-11	-6	0.1	-2	CCOc1ccc(Nc2ccc(N3C(=O)CCC3=O)cc2[N+](=O)[O-])cc1
6	1	16	9	1	-0.6	-4	·	0.8	-2	Cc1cc(C)n(CC(O)Cn2c3ccccc3c3ccccc32)n1 (stereo unspecified)
0	-1	-3	1	-6	-0.7	-2	-8	-0.6	2	CCOc1ccc(CC(=O)C2C(=O)CC(C)(C)CC2=O)cc1OCC
2	-6	-3	3	1	0.3	-9	2	-0.1	0	CCCCOC(=O)CCc1nc2ccccc2[nH]1
5	2	15	-2	-5	0.6	-1	-2	-1.3	-2	Cc1ccc(SCc2noc(C(=O)NCC3CCCO3)c2C(=O)O)cc1C (stereo unspecified)
-2	-10	-2	·	-3	-0.8	-6	11	0.7	-2	O=C(O)c1cccc(NC(=O)c2ccc3c(c2)C(=O)N(c2cccc([N+](=O)[O-])c2)C3=O)c1
-4	1	-2	-7	1	-2.7	-5	-1	-0.1	-4	CCOC(=O)C1CCN(C(=O)COC(=O)c2nc3nc(C)cc(C)n3n2)CC1
-3	-3	37	0	-1	-3.2	-1	5	0.1	-8	CC1(C)CC(=O)C=C(c2ccc3c(c2)OCO3)C1
4	-4	-4	-1	-1	-0.5	-7	·	-0.9	-6	Cc1onc(-c2ccccc2)c1C(=O)N/N=C/c1cccc(O)c1
-6	-5	·	12	2	0.0	-2	·	-0.9	-2	COC(=O)c1ccc(C(C(=O)NCc2ccccc2)N(Cc2cccs2)C(=O)c2cnccn2)cc1 (stereo unspecified)
-3	1	4	4	-1	-1.4	-4	-1	-3.2	·	Cc1ccccc1-n1nc(SCC(=O)O)sc1=S
0	-3	17	4	2	-2.2	-2	-7	-0.3	-2	CC(C)N1CCC(N2CCN(Cc3ccc(-c4ccccc4Cl)o3)CC2CCO)CC1 (stereo unspecified)
8	-6	12	0	3	-5.0	-1	4	-2.6	-3	C/C(=N\NC(=O)CNC(=O)c1cccs1)c1ccc(Cl)c(Cl)c1
5	1	·	1	-1	-2.9	10	-2	0.0	-6	CC(C)c1ccc(NC(=O)CSc2nnc(-c3ccccn3)n2C)cc1
-3	48*	·	·	0	-2.6	0	·	-0.4	-4	O=C(Nc1ccccc1)c1cnc(-c2ccccc2)nc1-c1ccccc1
2	3	·	7	4	·	5	-5	0.1	-2	Cc1cccc(N2CCN(CC(=O)Nc3nccs3)CC2)c1C
-2	-3	-9	-2	-11	0.6	9	-1	0.4	·	CS(=O)(=O)N(CC(=O)N1CCN(Cc2ccccc2)CC1)c1ccc2c(c1)OCCO2
3	-6	2	-4	3	-1.6	4	-2	0.2	-2	O=C(CCN1C(=O)c2ccccc2C1=O)Nc1ccc(S(=O)(=O)NC2=NCCCCC2)cc1
5	-9	·	17	5	-0.1	6	12	-0.3	1	Cn1c(CNc2cccc(Cl)c2)nnc1SCC(=O)OC1CCCCC1
4	5	-23	7	-5	-0.5	-4	·	2.0	0	O=C(NNc1ccc([N+](=O)[O-])cc1[N+](=O)[O-])c1ccco1
0	-21	-2	5	3	·	1	1	-2.0	-4	CCOC(=O)c1cnc(SC)nc1Nc1cccc(F)c1
-2	-24	-24	8	3	-0.1	-7	-5	-1.5	-5	CC[C@]12c3[nH]c4cc(-c5ccco5)ccc4c3CCN1C(=O)[C@@H](CC(=O)NCC13CC4CC(CC(C4)C1)C3)C[C@@H]2C(=O)N1CCN(C(=O)c2ccco2)CC1
7	-6	-13	-21	11	-1.4	3	-1	0.5	2	Cc1ccccc1S(=O)(=O)c1cc2ccccc2nc1N
-3	-5	8	-1	2	0.9	6	4	-0.6	·	O=C(CCC(=O)N1CCOCC1)NCc1cccc(C(F)(F)F)c1
-1	-3	·	-6	2	-0.1	-1	-3	0.1	·	FC(F)(F)c1ccc(Cl)c(-n2c(Cc3cccs3)n[nH]c2=S)c1
-1	4	5	-1	1	-2.4	-5	·	-0.4	-2	CC1(C)Cc2ccccc2C(=C(C#N)C#N)N1
0	-8	·	4	3	-0.4	3	18	2.5	11	Cc1ccc2c(c1)N=C(c1ccccc1)CC(C(Cl)Cl)=N2
0	-16	-13	0	2	-1.3	6	0	1.5	·	CCn1c2ccccc2c2nnc(SCCN3CCCCC3)nc21
-6	-2	4	-1	1	1.1	4	3	1.2	-5	Cc1ccc(C(=O)N(Cc2nnc(-c3ccc(Cl)cc3)o2)C2CC2)o1

Entries listed so far with an aryl thioether with sulfur outside any ring (seven):
V-ATPase pH	dFosB activator	MITF act	Rtt109 HAT inh	RTF Ca sens act	CAL PDZ FP-1	Tat export inh	Wnt bcat act	CDK5 p35 inh	CAL PDZ FP-2	structure
5	-10	5	-2	1	-0.1	0	-2	2.0	-12	C=CCNC(=O)CSc1nc2sccc2c(=O)n1-c1ccccc1
5	2	15	-2	-5	0.6	-1	-2	-1.3	-2	Cc1ccc(SCc2noc(C(=O)NCC3CCCO3)c2C(=O)O)cc1C (stereo unspecified)
-3	1	4	4	-1	-1.4	-4	-1	-3.2	·	Cc1ccccc1-n1nc(SCC(=O)O)sc1=S
5	1	·	1	-1	-2.9	10	-2	0.0	-6	CC(C)c1ccc(NC(=O)CSc2nnc(-c3ccccn3)n2C)cc1
5	-9	·	17	5	-0.1	6	12	-0.3	1	Cn1c(CNc2cccc(Cl)c2)nnc1SCC(=O)OC1CCCCC1
0	-21	-2	5	3	·	1	1	-2.0	-4	CCOC(=O)c1cnc(SC)nc1Nc1cccc(F)c1
0	-16	-13	0	2	-1.3	6	0	1.5	·	CCn1c2ccccc2c2nnc(SCCN3CCCCC3)nc21

High-throughput results deposited in PubChem BioAssay by several laboratories.
